Source: PubChem (The Scripps Research Institute Molecular Screening Center)
GalR3 antagonist: human GalR3 antagonism; O60755; HEK293 GalR3-CNG cAMP membrane potential fluorescence; galR3 body fused to GalR1 C-terminus; inhibition, % at 3 µM; actives 0.44% (n = 360,000); AID 651719;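 active means inhibition above the screen-wide average plus 3 SD, cut at about 13% in these data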;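 further: forskolin and galanin both at EC90 stimulate the cells; cAMP rise reported by CNG channel membrane potential dye signal; 0% = forskolin plus galanin with DMSO and 100% = forskolin alone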
Target sequence (O60755 1-299 limits assumed): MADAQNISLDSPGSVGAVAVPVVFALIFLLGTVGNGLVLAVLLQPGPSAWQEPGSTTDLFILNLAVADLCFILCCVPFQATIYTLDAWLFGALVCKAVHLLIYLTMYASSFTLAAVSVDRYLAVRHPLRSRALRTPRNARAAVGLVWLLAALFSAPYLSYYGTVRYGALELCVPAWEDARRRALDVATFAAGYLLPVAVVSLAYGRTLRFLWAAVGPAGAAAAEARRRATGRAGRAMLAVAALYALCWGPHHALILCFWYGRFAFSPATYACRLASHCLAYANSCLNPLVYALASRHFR
V1aR counter: activates human V1a receptor in oxytocin agonist counter-screen; CHO-V1R cells, Fluo-8 calcium fluorescence, agonist mode; 0% DMSO, 100% 3 nM vasopressin; actives 0.25% (n = 320,000); P37288; activation, % at 3 µM;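 active means activation above the mean activation of all tested compounds plus 3 SD, per screening run, cut at about 20% in these data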;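 further: signal is peak over basal fluorescence ratio across a 100 second FLIPR read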
Target sequence (P37288 whole entry, looked up): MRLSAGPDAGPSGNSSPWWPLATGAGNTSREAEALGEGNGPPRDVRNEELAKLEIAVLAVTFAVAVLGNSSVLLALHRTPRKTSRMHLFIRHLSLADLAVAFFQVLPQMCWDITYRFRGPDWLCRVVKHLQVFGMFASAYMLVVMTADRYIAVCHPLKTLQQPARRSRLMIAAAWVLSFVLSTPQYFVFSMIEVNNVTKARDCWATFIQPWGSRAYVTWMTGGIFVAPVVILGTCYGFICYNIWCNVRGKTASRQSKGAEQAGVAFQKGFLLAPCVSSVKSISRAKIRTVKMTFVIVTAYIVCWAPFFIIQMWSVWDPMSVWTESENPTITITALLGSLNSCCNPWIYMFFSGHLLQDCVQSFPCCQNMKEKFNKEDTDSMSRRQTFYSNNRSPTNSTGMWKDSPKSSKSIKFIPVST
OXTR agonist: human OXTR agonism. P30559. CHO-OTR cells, Fluo-8 calcium fluorescence; normalized: DMSO 0%, oxytocin 100%. activation, % at 3 µM. actives 0.32% (n = 320,000). AID 2435;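 active means activation above the mean of all tested compounds plus 3 SD, cutoff set per screening run, cut at about 20% in these data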;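 further: peak over basal fluorescence ratio from a 100 s FLIPR kinetic read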
Target sequence (P30559 whole entry, looked up): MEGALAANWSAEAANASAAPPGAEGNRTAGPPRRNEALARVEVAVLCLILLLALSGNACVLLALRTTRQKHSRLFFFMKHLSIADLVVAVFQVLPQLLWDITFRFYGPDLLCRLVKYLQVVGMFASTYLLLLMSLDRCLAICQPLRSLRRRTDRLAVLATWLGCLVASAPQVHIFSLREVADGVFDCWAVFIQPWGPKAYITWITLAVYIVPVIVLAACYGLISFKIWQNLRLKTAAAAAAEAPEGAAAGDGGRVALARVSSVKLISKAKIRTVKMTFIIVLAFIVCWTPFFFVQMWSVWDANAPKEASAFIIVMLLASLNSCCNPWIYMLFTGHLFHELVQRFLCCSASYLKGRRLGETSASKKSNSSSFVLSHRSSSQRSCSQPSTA
Starred values were filed as active, the others as inactive.

The line under a structure holds: OXTR agonist, GalR3 antagonist, V1aR counter
- Cc1ccc(S(=O)(=O)N(C)C[C@@H]2Oc3c(NS(C)(=O)=O)cccc3C(=O)N([C@H](C)CO)C[C@@H]2C)cc1
    1.6, -6, 1.8
- O=C(CN1C(=O)C2CCCCC2C1=O)Nc1ccc(OC(F)F)c(Cl)c1 (centres undefined)
    2.9, 3, 6.9
- Cc1cc(C)cc(NC(=O)CN2CCN(C(=O)c3cccs3)CC2)c1
    2.1, -4, 1.9
- O=C(Nc1cccc(S(=O)(=O)N2CCCCC2)c1)c1ccc(N2CCCC2=O)cc1
    1.1, -4, 1.4
- C/C(=N\NC(=O)c1cc2c(s1)CCC(C)C2)c1ccc[nH]1 (centres undefined)
    -1.5, -8, -0.9
- CC(=O)NS(=O)(=O)c1ccc(NC(=O)c2ccc(S(=O)(=O)N3CCCC3)cc2)cc1
    1.3, -5, -0.1
- C[C@H](CO)N1C[C@H](C)[C@@H](CN(C)S(=O)(=O)c2cn(C)cn2)Oc2ccc(NS(=O)(=O)c3ccccc3)cc2C1=O
    0.1, -9, -0.4
- Cc1cc(C)nc(SCC(=O)N(C)CC(=O)Nc2ccccc2Br)n1
    -0.6, -2, 0.7
- CCN(c1ccccc1)S(=O)(=O)c1ccc(NN)nc1
    -1.8, -2, -0.1
- C[C@H](CO)N1C[C@H](C)[C@H](CN(C)C(=O)Nc2ccc(F)cc2)Oc2c(NC(=O)c3ccc(-c4nccs4)cc3)cccc2C1=O
    0.7, -6, 0.3
- CCOc1cc(N2CCOCC2)c(OCC)cc1NC(=O)CSc1ncccc1C(=O)O
    1.0, -7, 0.4
- CCOC(=O)c1c(C)[nH]c(C(=O)OCC(=O)NCc2ccc(C)cc2)c1C
    -0.6, -5, 0.7
- O=C(CCNS(=O)(=O)c1ccccc1F)N1CCN(S(=O)(=O)c2cccc(F)c2)CC1
    0.2, -4, 0.3
- Cc1ccc(S(=O)(=O)N2CCCCC2)cc1NC(=O)CCN1C(=O)C2CC=CCC2C1=O (centres undefined)
    -0.8, -1, 0.2
- O=C(c1cc(-c2ccc(Cl)cc2)nc2ccccc12)N1CCC1
    -1.7, 1, -0.8
- CC1(C)Cc2c(C#N)c(SCC(=O)O)nc(N3CCOCC3)c2CO1
    1.0, -4, -0.3
- N#CCOC(=O)c1cc(S(=O)(=O)N2CCCCC2)ccc1N1CCOCC1
    0.3, -3, 0.8
- NC(=S)NN=Cc1ccc(-c2ccc(S(=O)(=O)Nc3ncccn3)cc2)o1
    1.5, -1, 1.3
- O=C(COC(=O)COc1cc(Cl)c(Cl)cc1Cl)NC1CC1
    4.9, -3, 4.8
- CC(=O)NCCc1ccc(S(=O)(=O)Nc2ccc3c(c2)OCCO3)cc1
    0.7, -8, 0.7
- Cc1cc(C)n(CCCNC(=O)C(C)(C)Oc2ccc(Cl)cc2)n1
    -0.8, -5, -0.3
- C/C(=N\NS(=O)(=O)c1ccc(Br)cc1)c1ccc(-n2ccnc2)cc1
    1.9, 0, 0.5
- CC1(NC(=O)CSc2nnc(-c3c[nH]c4ccccc34)n2C2CC2)CCS(=O)(=O)C1 (centres undefined)
    1.3, -1, 0.3
- C[C@H](NC(=O)c1ccccc1Cl)C(=O)OCC(=O)NNC(=O)c1cccs1
    1.1, 5, 0.5
- O=C(CSc1nnnn1C1CC1)N1CCN(Cc2ccccc2F)CC1
    1.5, -5, 0.0
- CC(=O)c1ccc(S(=O)(=O)N(C)CCCC(=O)N2CCN(c3ncccn3)CC2)cc1
    1.5, -7, 2.5
- O=C(COC(=O)COc1cccc(F)c1)Nc1nc2ccccc2s1
    2.8, -6, 1.2
- COc1ccccc1NS(=O)(=O)c1ccc(C)c(NC(=O)c2c(C)noc2C)c1
    0.5, -7, -0.4
- O=C(Nc1cc(Cl)ccc1-n1cncn1)c1cccs1
    -0.9, -3, -1.4
- COC(=O)c1ccc(CN(c2ccc(OC)cc2)S(=O)(=O)c2ccccc2)cc1
    -0.8, -6, 4.1

Carrying on.
The line under a structure holds: OXTR agonist, GalR3 antagonist, V1aR counter
- Cc1ccccc1/C=C/C(=O)c1ccc([N+](=O)[O-])o1
    -1.8, 1, 1.0
- CCOc1ccc(N2CC(C(=O)Nc3cc(S(=O)(=O)N4CCCCC4)ccc3C)CC2=O)cc1 (centres undefined)
    -1.1, -5, 0.0
- CNS(=O)(=O)c1ccc(C(=O)NCC(=O)NCCC(c2ccccc2)c2ccccc2)cc1
    0.1, 1, 0.4
- CC(=O)OC1CCC2C3CCC4=CC(=O)CCC4(C)C3CCC2(C)[C@]1(C)O (some centres undefined)
    0.5, -5, 1.0
- O=C(CSC1=NS(=O)(=O)c2cc(F)ccc2N1)Nc1cccc(F)c1
    0.5, -5, -0.7
- O=C(Nc1cc(C(F)(F)F)ccc1N1CCOCC1)c1ccncc1
    -0.5, -7, 0.3
- C=CC[C@@H](CC(=O)OC(C)(C)C)C(=O)OC[C@@H]1CCCN1C(=O)[C@@H](CC=C)CC(=O)N(CCO)Cc1ccccc1
    -2.0, 0, -0.8
- O=C1[C@H]2[C@H](C=CC[C@H]2C(=O)N2CCN(c3ccccc3)CC2)CCN1Cc1ccccc1
    0.1, -6, 0.5
- COc1cccc(CN(C)C(=O)CSCC(=O)Nc2cc(C)on2)c1OC
    -0.5, 5, -1.0
- CC(=O)N1N=C(c2ccc(NS(=O)(=O)c3ccccc3)cc2)CC1c1ccco1 (centres undefined)
    12, -1, 7.1
- O=C(Cc1ccccc1F)N1CCN(S(=O)(=O)c2ccc(Cl)cc2)CC1
    1.9, -3, 0.7
- COc1ccccc1N1CCN(C(=O)CSc2nnc(C)n2C2CC2)CC1
    -0.2, -5, 0.3
- COc1ccc(CC(=O)Nc2ccc(S(=O)(=O)N3CCN(C)CC3)cc2)cc1
    3.7, -3, 2.2
- C#CCOCCOCCOCCNc1nc(N2CCN(C(=O)[C@H](CCCCN)n3cc(CN)nn3)CC2)nc(N2CCN(C(=O)[C@H](CCCCN)n3cc(CN)nn3)CC2)n1
    1.2, -6, 1.3
- O=C(CN1C(=O)NC2(CCCC2)C1=O)N1CCN(S(=O)(=O)c2cccc(C(F)(F)F)c2)CC1
    -1.4, -5, 1.3
- N#Cc1ccccc1COC(=O)c1ccc2c(c1)OCO2
    -1.4, 1, -1.0
- COc1ccc(NC(=O)CSCC(=O)Nc2cccc3ncccc23)cc1
    0.2, -1, 0.3
- CN(C(=O)COC(=O)C1CCN(S(=O)(=O)c2ccc3c(c2)OCCO3)CC1)C1CCCCC1
    0.9, -1, 1.1
- COc1ccc(C(=O)NNC(=O)CCc2nc3ccccc3c(=O)[nH]2)cc1
    0.0, -5, -0.2
- CCC1Nc2ncnc(N3CCN(c4ccccc4)CC3)c2N(Cc2ccc(Cl)cc2)C1=O (centres undefined)
    -0.3, -6, 1.1
- CCc1cccc(C)c1NC(=O)CN1CCN(S(=O)(=O)c2ccc(C(C)(C)C)cc2)CC1
    0.6, 0, 3.2
- O=C(CNCc1ccc(F)cc1)Nc1cc(S(=O)(=O)N2CCOCC2)ccc1Cl
    5.5, -5, 4.1
- COc1ccccc1CNC(=O)C(=O)NCC1CCCN1S(=O)(=O)c1cccs1 (centres undefined)
    0.0, -3, -1.2
- CN1CCN(C2Cc3ccccc3Sc3ccc(Cl)cc32)CC1 (centres undefined)
    8.6, -8, 4.1
- CSCCC(NC(=O)c1cccc(C)c1)C(=O)OCC(=O)Nc1c(C)nn(-c2ccccc2)c1C (centres undefined)
    -2.4, -4, 1.0
- C[C@@H]1O[C@@H](O[C@H]2[C@H](O[C@H]3C[C@]4(C)C(C[C@@H](O)C5C([C@]6(C)CC[C@@H](C(C)(C)O)O6)CC[C@]54C)[C@@]4(C)CC[C@H](O)C(C)(C)C34)O[C@H](CO)[C@@H](O)[C@@H]2O)[C@H](O)[C@H](O)[C@H]1O (some centres undefined)
    2.2, -5, 1.1
- Cc1nnnn1/C(=C\c1ccccc1)C(=O)OCC(=O)Nc1cccc(S(=O)(=O)N(C)C)c1
    8.9, -2, 7.5
- CC(C)(C)N1C(=O)[C@H]2[C@@H](c3ccc(Br)cc3)N3C(=O)N(c4cccc(Cl)c4)C(=O)[C@@]3(C)[C@H]2C1=O
    1.7, -6, 1.6
- Cc1ccc(S(=O)(=O)Nc2cccc(C(=O)NCC(c3ccco3)N3CCCC3)c2)cc1F (centres undefined)
    0.7, -4, 0.1
- O=C(CS(=O)(=O)c1ccc(F)cc1)Nc1nnc(-c2cccs2)o1
    0.5, -5, 1.1

Continuation:
The line under a structure holds: OXTR agonist, GalR3 antagonist, V1aR counter
- CC(C)(Oc1ccc(Cl)cc1)C(=O)NCc1n[nH]c(=O)c2ccccc12
    -0.7, -4, 0.7
- CC(NC(=O)c1cccc(S(=O)(=O)N2CCc3ccccc32)c1)c1ccco1 (centres undefined)
    -0.9, -2, 0.2
- COc1ccc(NC(=O)C(C)Sc2nnc(C3CC3)n2C2CC2)cc1 (centres undefined)
    -1.1, -5, -0.2
- Cc1cccn2c(=O)nc(SCC(=O)c3ccccc3)nc12
    0.6, 1, 2.0
- COCCN(C(=O)COC(=O)CCOc1ccccc1C)c1c(N)n(Cc2ccccc2)c(=O)[nH]c1=O
    0.4, -3, -0.4
- Cc1cc(C)n(CCCNC(=O)c2ccco2)n1
    0.5, -1, 0.6
- CN(Cc1ccccc1)C(=O)c1ccc(NC(=O)Cc2cccc(NC(=O)C3CCN(C(=O)C4CCCCC4)CC3)c2)cc1
    1.6, 0, 2.0
- C[C@H](CO)N1C[C@H](C)[C@@H](CN(C)C(=O)Nc2ccc(C(F)(F)F)cc2)Oc2ccc(NS(=O)(=O)c3ccccc3)cc2C1=O
    1.3, -5, 0.8
- O=C(c1ccc(-c2cc(O)c3ncccc3c2)cc1)N1CCNCC1
    3.0, -4, 0.7
- Cc1ccc(CN(C)C(=O)c2cccc(S(=O)(=O)N3CCN(Cc4ccccc4)CC3)c2)o1
    4.3, -4, 4.2
- CC1CCN(C(=O)COC(=O)Cn2cnc3ccccc32)CC1
    0.9, -3, 1.4
- O=C(COC(=O)CSc1ccc([N+](=O)[O-])cc1)NCCC1=CCCCC1
    -0.9, -4, 1.4
- Cc1ccc(C(=O)N(CC(C)C)c2c(N)n(Cc3ccccc3)c(=O)[nH]c2=O)o1
    0.2, -3, -1.0
- CC1CCCCN1C(=O)c1ccc(C(=O)Nc2ccc(F)cc2)cc1 (centres undefined)
    2.0, -1, 0.8
- O=C(COC(=O)C1COc2ccccc2O1)Nc1cccc(Cl)c1 (centres undefined)
    0.2, -4, -0.1
- CC(CC(=O)OCC(=O)NCc1ccc(Cl)cc1)c1ccccc1 (centres undefined)
    -2.2, 0, -1.2
- COCC(C)n1c(SCC(=O)NC(=O)NCc2ccccc2)nc2ccccc2c1=O (centres undefined)
    1.7, 4, 0.4
- COc1ccc(CC(=O)OC(C)C(=O)Nc2ccc(Cl)cn2)cc1 (centres undefined)
    -2.5, -6, -0.4
- CC(Sc1ncn[nH]1)C(=O)c1c(N)n(C)c(=O)n(C)c1=O (centres undefined)
    1.8, 3, -0.1
- CCN(CC)CCCN1C=C2C(=O)C(C)(OC(=O)CCC(=O)OC)C(=O)C=C2C=C1C1CC1 (centres undefined)
    2.8, -2, 0.3
- CCN1C(=O)C(=O)N(CC(=O)NC(C)CCc2ccccc2)C1=O (centres undefined)
    0.4, -3, -0.4
- Cc1c(C(=O)OCc2nc3ccsc3c(=O)[nH]2)oc2ccccc12
    0.3, -1, 0.3
- COc1ccccc1CNC(=O)CN1C(=O)NC2(CCCC2)C1=O
    0.1, -5, -0.2
- Cc1noc(C(C)C)c1C(=O)Nc1ccc(-c2nnc3n2CCCCC3)cc1
    0.8, 0, -0.3
- COCCN(C(=O)c1cc2c(s1)CCCCC2)c1c(N)n(Cc2ccccc2)c(=O)[nH]c1=O
    -0.3, -5, 0.8
- COc1cccc(NC(=O)CN(C)CC(=O)c2c(C)[nH]c3ccccc23)c1
    7.6, -2, 9.6
- CCc1ccc(C(C)NC(=O)c2cccs2)cc1 (centres undefined)
    0.1, 7, 2.2
- O=C(COc1ccc(-n2cnnn2)cc1)Nc1ccc(F)c(F)c1F
    3.3, -3, 1.5
- Cc1ccc2nc(SCC(=O)Nc3cccc(F)c3)nc(=O)n2c1
    6.7, -4, 8.0
- Cc1n[nH]c(=S)n1/N=C/c1ccc(-c2ccc(Cl)cc2)o1
    -1.0, -5, 0.9

The results go on:
The line under a structure holds: OXTR agonist, GalR3 antagonist, V1aR counter
- O=c1c2ccccc2oc2cc(-c3ccc4[nH]ccc4c3)ccc12
    0.0, -2, 0.1
- CC(C)(C)OC(=O)C[C@@H]1C/C=C\C[C@H](CC(=O)N(CCO)Cc2ccccc2)C(=O)N[C@H](Cc2ccccc2)COC1=O
    -1.9, -4, -0.7
- CC(OC(=O)c1cc(=O)[nH]c2ccccc12)C(=O)NC1CCCCC1C (centres undefined)
    -0.2, -3, 0.9
- O=C(/C=C/c1ccccc1)OCC(=O)N1CCCC1
    1.2, 1, 0.2

Entries of single compounds as entered above. Order of values: OXTR agonist, GalR3 antagonist, V1aR counter
CC(OC(=O)c1cc(=O)[nH]c2ccccc12)C(=O)NC1CCCCC1C (centres undefined) reads -0.2, -3, 0.9
O=C(/C=C/c1ccccc1)OCC(=O)N1CCCC1 reads 1.2, 1, 0.2

Some of the entries so far, with each value named.
CC(=O)c1ccc(S(=O)(=O)N(C)CCCC(=O)N2CCN(c3ncccn3)CC2)cc1
  OXTR agonist = 1.5; GalR3 antagonist = -7; V1aR counter = 2.5

Cc1cc(C)n(CCCNC(=O)c2ccco2)n1
  OXTR agonist = 0.5; GalR3 antagonist = -1; V1aR counter = 0.6

A portion of the library (hit frequency here may not be typical).
